Screening data (PubChem BioAssay)
ALOX12 inh = blocks human arachidonate 12S-lipoxygenase; P18054; purified 12hLO, xylenol orange hydroperoxide absorbance; Potency, µM (titrated, usually from 108 µM), without a hit: at the highest dose activity change, negative = inhibition, hits mostly inhibitors; 580,000 tested, 1.1% active; AID 1671190; active = well fitted inhibition curve with a large enough effect; inconclusive = small, poorly fitted or top-dose-only effect, or another doubt; inactive = no such curve, though single readings can be large or run the other way
Target sequence (P18054 whole entry, looked up): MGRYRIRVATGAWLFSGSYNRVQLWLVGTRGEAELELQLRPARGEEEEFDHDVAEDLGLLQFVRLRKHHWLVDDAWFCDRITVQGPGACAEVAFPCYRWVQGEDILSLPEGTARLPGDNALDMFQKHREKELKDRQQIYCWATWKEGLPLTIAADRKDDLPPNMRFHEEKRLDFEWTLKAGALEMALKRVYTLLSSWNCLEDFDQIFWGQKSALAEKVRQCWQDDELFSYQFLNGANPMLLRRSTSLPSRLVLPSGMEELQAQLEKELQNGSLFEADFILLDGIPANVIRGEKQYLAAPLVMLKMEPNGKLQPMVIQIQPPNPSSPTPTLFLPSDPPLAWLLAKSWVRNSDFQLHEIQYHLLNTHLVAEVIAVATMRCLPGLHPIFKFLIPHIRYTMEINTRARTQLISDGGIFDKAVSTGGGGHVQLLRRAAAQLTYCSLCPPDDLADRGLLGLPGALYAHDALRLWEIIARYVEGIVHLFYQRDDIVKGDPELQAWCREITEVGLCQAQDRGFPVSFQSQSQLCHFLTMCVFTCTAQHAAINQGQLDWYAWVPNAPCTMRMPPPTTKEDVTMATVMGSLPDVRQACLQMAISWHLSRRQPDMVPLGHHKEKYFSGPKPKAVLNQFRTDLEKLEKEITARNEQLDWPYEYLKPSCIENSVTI
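Hydroperoxide product was detected by ferrous iron/xylenol orange as the 573 to 405 nm absorbance ratio. Arachidonic acid at 40 uM (final) was turned over for 30 min at room temperature by 150 nM human 12hLO, pH 7.0 Hepes buffer, after 15 min compound preincubation.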
* marks the source's active call; other numbers are inactive results; ? = inconclusive; [ ] = another dose, or the depositor's remark. % is set by controls: 0 for no effect and ±100 for the full control effect; potency is the fitted concentration of half-maximal effect. These rows are one share of the data, so the mix of outcomes need not match the whole.

structure	ALOX12 inh
O=C(c1c(OCC2CC2)cc(=O)n2c1CCCCC2)N1CCOCC1	46%[activator]
CCOC(=O)c1c(COc2cccnc2[N+](=O)[O-])nc2ccccc2c1C	?
O=C(Nc1ccc(OCc2ccccc2)cc1)c1cccc2ccccc12	?
CC(=O)Nc1ccc(S(=O)(=O)N2CCCC(N(C)CCc3ccccn3)C2)cc1 (stereo not drawn)	-6%
COC(=O)c1ccc(CN2C(=O)[C@@H]3C[C@@H](O)CN3C3(CN(C4COC4)C3)C2=O)cc1	18%[176 µM]
CCCCn1c(=O)n(CC(C)(C)O)c(=O)c2c1nc(CO)n2CCC	?
Cn1c(N2CCCCC2)nc2c1c(=O)n(Cc1cccc(Cl)c1)c(=O)n2C	69%[activator]
Cc1ccc(C2Cn3nnc(C(=O)N4CCN(C(=O)Cc5cccs5)CC4)c3CO2)cc1 (stereo not drawn)	8%
CCCCc1nnc2sc(-c3ccc(OC)c(OC)c3)nn12	-21%
Cc1cc(CNC(=O)Cn2c(=O)c3c(ncn3C)n(C)c2=O)ccc1F	27%
COC(=O)N1CCn2c(nn(-c3ccc(C)cc3)c2=O)C1	13%[176 µM]
COc1ccc(N2C(=O)C3(CCCCC3)C2C(=O)O)cc1 (stereo not drawn)	17%
O=C(NC1CCOC1)c1ccc2oc(-c3ccc(C(F)(F)F)cc3)nc2c1 (stereo not drawn)	81%[activator]
Cc1cccc(-c2noc(CN(C)C(=O)COc3ccc4ccccc4c3Br)n2)c1	2%
Cn1c(SCc2cc(=O)n3[nH]cc(C#N)c3n2)nnc1-c1ccc(Cl)cc1	?

In the list so far, these contain fluorine.
structure	ALOX12 inh
Cc1cc(CNC(=O)Cn2c(=O)c3c(ncn3C)n(C)c2=O)ccc1F	27%
O=C(NC1CCOC1)c1ccc2oc(-c3ccc(C(F)(F)F)cc3)nc2c1 (stereo not drawn)	81%[activator]

(cont.)
structure	ALOX12 inh
Cc1ccccc1N1C(N)=C(C#N)C(c2ccsc2)C2=C1CC(C)(C)CC2=O (stereo not drawn)	?
CNC(=O)c1cc(S(=O)(=O)N2CCc3c(nc[nH]c3=O)C2)cs1	10%
COc1ccc(-c2[nH]nc3ncc(C(=O)Nc4ccccc4)nc23)c(C)c1	6%[176 µM]
COc1ccc(NC(=O)N2CC(c3nnc(-c4ccncc4)o3)C3(CCOCC3)C2)c(C)c1 (stereo not drawn)	38%[activator]
CN(C)c1ccc(NC(=O)CCn2ccn3nc4c(c3c2=O)CCCC4)cc1	?
O=C(NCc1ccc(CN2CCCC2)cc1)c1cc(S(=O)(=O)N2CCCC2)ccc1Cl	6%
CS(=O)(=O)c1ccc(OC[C@H]2C[C@@H](NC(=O)c3cncnc3)[C@H](O)[C@@H]2O)cc1	65%[activator]
CC1(C(=O)Nc2ccccc2)CCc2cnc(N3CCOCC3)nc21 (stereo not drawn)	10%[176 µM]
CCC(=O)N1CCC(=O)N(CC)C2(CCOCC2)C1	16%
Cc1noc(N)c1C(=O)OC(C)C(=O)NC1CC1 (stereo not drawn)	33%[activator]
CCCC/C=C/C=C\C=O	-2%[176 µM]
CCCN(CC1CC1)C(=O)CCC[C@H]1NC[C@@H]2C[C@H]1CN(Cc1ccccc1)C2	22%
CC(=O)N[C@@H]1C=C[C@@H](c2c(C)nn(-c3ccc(C)c(Cl)c3)c2C)C1	6%[176 µM]
CN(C)C(=O)c1nc(-c2ccc(Cl)cc2)c2ccccn12	?
O=C(CCc1ncc(-c2ccc(F)cc2F)o1)Nc1ccccc1O	3%

Next entries
structure	ALOX12 inh
CC(=O)Nc1ccc(CN2CCn3c(nnc3-c3ccc(Cl)cc3)C2)cc1	4%[6.33 µM]
CC(c1cc2ccccc2o1)N(C)Cc1nnc(-c2ccccc2)o1 (stereo not drawn)	22%
Cc1ccccc1Nc1nc(-c2ccc([N+](=O)[O-])cc2)nc2ccccc12	?
Cc1ccc(C2Cn3nnc(-c4noc(COc5cccc(C)c5)n4)c3CO2)cc1 (stereo not drawn)	?
Cc1ccccc1OCC(O)Cn1c(N)nc2c1c(=O)n(C)c(=O)n2C (stereo not drawn)	-15%
COC(=O)c1ccccc1NC(=O)/C(C#N)=C/c1ccc(C)o1	49%[activator]
CC1(C)[C@H]2CC[C@@H](CNC(=O)c3cc(F)ccc3Br)[C@@H]1C2	-15%[176 µM]
CCOC(=O)c1cc(C(O)(C(=O)OC)C(F)(F)F)c(N)o1 (stereo not drawn)	-13%
COc1cccc(NC(=O)N[C@H]2C[C@@H](c3nc(-c4ccccn4)no3)N(C)C2)c1	23%[176 µM]
Cn1c([C@H]2CCN(C(=O)NC3CCCCC3)C2)nc2ccccc21	13%[176 µM]
CC1=C(C(=O)Nc2ccccc2)C(c2ccc(C(C)(C)C)cc2)NC(=S)N1 (stereo not drawn)	40µM*
O=C(NCc1ccco1)C1=COC2=NC(=O)N(Cc3ccccc3)CCN12	?
CCc1cnc(N)nc1N1CCC(N2CCOCC2)CC1	-28%
CCCc1cc(C(=O)OCC(=O)c2ccc3c(c2)OCCO3)sc1C	-4%
NC(=O)c1ccc(NC(=O)CCc2ncc(-c3ccc(F)cc3F)o2)cc1	-3%

Entries from the list above that contain a cyano group (three):
structure	ALOX12 inh
Cn1c(SCc2cc(=O)n3[nH]cc(C#N)c3n2)nnc1-c1ccc(Cl)cc1	?
Cc1ccccc1N1C(N)=C(C#N)C(c2ccsc2)C2=C1CC(C)(C)CC2=O (stereo not drawn)	?
COC(=O)c1ccccc1NC(=O)/C(C#N)=C/c1ccc(C)o1	49%[activator]

Going on with the list:
structure	ALOX12 inh
CCOC(=O)C1=C(C)N=C2SC=C(CC(=O)N3CCC(C)CC3)N2C1c1cccc(OC)c1 (stereo not drawn)	47%
Cc1nccn1CCNC(=O)c1ccc(N2CC3CC(C2)[C@H]2CCCC(=O)N2C3)nc1 (stereo partly drawn)	-7%
Cn1c(=O)c2c(ncn2CC(=O)c2cccc(C(F)(F)F)c2)n(C)c1=O	-28%
CN(C)CC(=O)N1Cc2ccccc2CC2(CCN(Cc3ccccc3)C2)C1 (stereo not drawn)	0%[6.33 µM]
CN(C)c1cccc(-c2nccc3c(=O)cc(-c4cn[nH]c4)oc23)c1	45%[activator][176 µM]
c1cc2nc(C3CCNC3)[nH]c2cn1 (stereo not drawn)	46%[176 µM]
CCCCNC(=O)C1CCN(C(=O)c2ccc(C(F)(F)F)cc2)CC1	-3%
C=CCOc1nc2c(c(=O)n(Cc3ccc(F)cc3)c(=O)n2C)n1C	-27%
O=C(COc1ccccc1F)Nc1cccc2cccnc12	10%
CC1=C[C@@H](CN2CCC(O)CC2)[C@H](C(C)C)C[C@H]1Cc1nnc(-c2ccccc2F)o1	-6%[176 µM]
CCc1cc2c(nc1CC)CCCN2Cc1ccc(Br)cc1	15%
COc1cccc([C@@H]2CN(C(=O)c3ccc(CO)o3)C[C@H]2C(=O)O)c1	20%
O=C1CC(c2ccccc2)N(C(=O)C2CC2)CCCN(C(=O)c2ccsc2)CCN1 (stereo not drawn)	64%[activator]
COc1ccc(C(=O)N2Cc3ccccc3C(O)C2)c(OC)n1 (stereo not drawn)	6%
COc1ccccc1-c1coc2cc(OS(C)(=O)=O)ccc2c1=O	-27%

Next section.
structure	ALOX12 inh
c1ccc2c(SCc3cn4ccccc4n3)ncnc2c1	1%
Cc1cccc(CNC(=O)CSc2nc3nc[nH]c3c(=O)[nH]2)c1	3%
CC(=O)NC(C(=O)O)c1ccccc1 (stereo not drawn)	-4%
CCCn1cc(NC(=O)C[C@H]2NC(=O)c3ccccc3NC2=O)c(C)n1	20%
COc1ccc(CNC(=O)c2cccc(OCc3ccccc3)c2)cc1	6%
C=CCSc1nc(-c2ccccc2)cc(C(F)(F)F)c1C#N	-16%
COCCNC(=O)N1CCc2nn(CC3CC3)c(=O)n2CC1	11%
CN(CC(=O)NC(C)(C)C)C(=O)CCc1ncc(-c2ccccc2F)o1	-1%
CC1=NS(=O)(=O)N(Cc2ccc(C)cc2)C=C1C(=O)O	21%
COc1ccccc1CN1CCC[C@H]1c1nc(-c2ccc(F)cn2)no1	21%[176 µM]
O=C1NC(c2ccccc2)Nc2sc3c(c21)CCN(Cc1ccccc1)C3 (stereo not drawn)	70%[activator]
Cc1ccc(C(CNC(=O)c2cc(=O)c3cc(Cl)ccc3o2)N2CCC(C)CC2)o1 (stereo not drawn)	26%
COC(=O)c1c(SCC(=O)Nc2ccc(Cl)cc2F)nc(=O)[nH]c1C	?
CCN1CCN(CCOc2ccc3c(=O)c(-c4ccccc4)coc3c2)CC1	-30%
O=C(Nc1cccc(Cl)c1)C1CCN(c2ncnc3nc[nH]c23)CC1	3%

More structures
structure	ALOX12 inh
COC(=O)c1ccc2nc(C[C@@H]3C[C@@H](C(C)C)[C@H](CNS(=O)(=O)c4ccccc4)C=C3C)[nH]c2c1	52%[activator]
COc1cc(NC(=O)C2(Cc3ccccc3)CCCCC(=O)N2)cc(OC)c1 (stereo not drawn)	39%[activator]
COc1ccccc1CCC(=O)N[C@@H]1CN(c2ccncn2)C[C@H]1CN(C)C	52%[activator]
Cc1cc(C)n(CCC(=O)N2CCCCCC2c2nnc(-c3ccccc3)o2)n1 (stereo not drawn)	42%[activator]
CCOC(=O)c1ccc(Nc2nc3ccccc3nc2NS(=O)(=O)c2ccc(OC)cc2)cc1	?
O=C(NCCc1ccccn1)c1cc(-c2ccccc2)nc2ccccc12	?
COC(=O)c1[nH]c2ccccc2c1NC(=O)CN1CCCC(C)C1 (stereo not drawn)	2%
N#Cc1ccc(C(=O)N2CCN(S(=O)(=O)c3ccc(F)cc3)[C@@H](C(=O)N[C@H]3CCCNC3=O)C2)cc1	7%
CN1Cc2ncnc(N3CCCCC3)c2CN(c2ccccc2)C1=O	-13%[176 µM]
CN(C)S(=O)(=O)c1ccc(-c2nc(C#N)c(N3CCN(c4ccccc4)CC3)o2)cc1	8%
O=C(CCc1c[nH]c2ccccc12)Nc1ccccc1OC(F)F	-32%
COCc1nc(C2CCN(S(=O)(=O)c3cccc(OC)c3)C2)no1 (stereo not drawn)	29%
CC(C)n1nc(C(=O)Nc2cccc(C(F)(F)F)c2)c2ccccc2c1=O	?
Cn1c(COc2ccc3c(c2)CCCC3)nnc1SCC(=O)N1CCc2ccccc2C1	5%
COC(=O)C1=C(C)N(Cc2ccc(C(F)(F)F)cc2)C(=NCC2CC2)NC1c1cccc(Cl)c1 (stereo not drawn)	?

Other compounds.
structure	ALOX12 inh
O=C(NCCC1CCN(C(=O)Nc2ccc(F)cc2F)CC1)c1cccs1	5%
Cc1oc(-c2nc(C#N)c(NCc3ccccc3)o2)cc1S(=O)(=O)N1CCCC1	22%
Cc1ccc2nc(Cl)c3cc(C(=O)NC4CCCC4)sc3c2c1	6%
CCCC(=O)NC1CCN(c2cnn(CC3CC3)c(=O)c2)CC1	42%[activator]
O=C(Nc1ccc2nc(N3CCN(C4CCCCC4)CC3)cc(C(=O)O)c2c1)c1cccc(Cl)c1	?
COCCCn1cnn2c(=O)c3ccccc3nc2c1=O	2%
CCN(CC)S(=O)(=O)c1ccc(NC(=O)C(C)N(c2cccc(Cl)c2)S(C)(=O)=O)cc1 (stereo not drawn)	?
O=C(CSc1nc2ccc(Cl)cc2o1)c1c[nH]c2ccccc12	-23%
c1cc2nncn2nc1NC1CCCCC1	81%[activator]
CCOc1ccccc1N1CCN(C(=O)[C@H]2CCC[C@H]2NC(=O)c2ccncc2)CC1	53%[activator]
COc1cc2c(cc1OC)-c1nnc(-c3cccnc3)n1C(C)(C)C2	3%
C/C(=N/NC(=S)NCc1ccccc1)c1ccc(-c2ccccc2)cc1	?
CN1C[C@@H]2CCCN3CCC[C@@H]([C@H]23)[C@H]1CCCC(=O)NCCc1nc2ccccc2[nH]1	25%
COc1ccc(-c2cnc3n2CC(C(=O)N(C)C)CC3)cc1 (stereo not drawn)	43%[activator]
O=[N+]([O-])c1cccc2nc(/C=C/c3ccccc3OC(F)F)ccc12	?

ALOX12 inh: entries above that show a hit
structure	ALOX12 inh
CC1=C(C(=O)Nc2ccccc2)C(c2ccc(C(C)(C)C)cc2)NC(=S)N1 (stereo not drawn)	40µM*

Remaining list, next part
structure	ALOX12 inh
O=C(NNC(=O)C1CC=CCC1)c1cccc(Cl)c1 (stereo not drawn)	1%
CSCc1cccc(C(=O)N(CC2CCOC2)C2CC2)c1 (stereo not drawn)	14%
COc1ccccc1NC(=O)c1nn(-c2ccccc2)c(=O)c2ccccc12	24%
Fc1cccc(C=Nc2cccc3c(N=Cc4cccc(F)c4)cccc23)c1	?
COc1ccc2nc(SCC(=O)Nc3nc(C)cs3)[nH]c2c1	?
CC1=NS(=O)(=O)NC(C)=C1CCC(=O)Nc1ccc(C)c(C)c1	?
Cc1ccc2c(c1)C1(CC(=O)Nc3c1cnn3-c1ccc(C(F)(F)F)cc1)C(=O)N2 (stereo not drawn)	?
Cc1ccc(OCCC2CCN(C(=O)c3cnccc3C)C2)cc1 (stereo not drawn)	58%[activator]
CC(=O)Nc1cccc(NC(=O)c2nccnc2-c2nc3ccccc3s2)c1	1%
CCN(CC)S(=O)(=O)c1ccc(OC)c(NC(=O)c2nn(C(C)C)c(=O)c3ccccc23)c1	16%
